High-throughput results as filed in PubChem BioAssay.
CSN inh: CSN deneddylation inhibition. Q92905. Purified CSN, SCF-Nedd8-OG deneddylation, fluorescence polarization. inhibition, % at 12.5 µM. 0.38% of 360,000 active. AID 651999;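 active means pattern-corrected inhibition above about 35%, with an unprinted fluorescence ratio check between 0.5 and 1.5, limit read from the data, passing the limit was not always enough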;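 further: 0% = enzyme with substrate and 100% = substrate without enzyme; some results filed as inactive read as strong as hits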
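Test system: purified human Csn5 enzyme expressed in HEK293T cells. Amount: 0.24 nM enzyme. Reagent: SCFSkp2-Nedd8OG substrate at 10 nM final. Schedule: 90 min incubation of compound, enzyme and substrate at room temperature. Detection: fluorescence polarization. Read-out: % inhibition of substrate cleavage by Csn5.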
bovine MsrA act: bovine methionine sulfoxide reductase A activation. activation, % at 10.6 µM. AID 602163. purified bovine MsrA, absorbance read-out. 0.3% of 360,000 active; in the data active means activation above about 7.5%;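 further: 0% = vehicle and 100% = reference activator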
FAS-TE inh: blocks the thioesterase domain of human fatty acid synthase; P49327; inhibition, % at 15 µM; AID 602261; recombinant FAS-TE, OMFH fluorogenic substrate, fluorescence endpoint; 0.67% of 360,000 active;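 active means compounds whose normalised, plate-corrected inhibition of enzyme fluorescence in the single-dose primary screen is 50% or more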;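 further: 0% = DMSO with enzyme and 100% = substrate without enzyme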
Rin1-Abl PPI inh: inhibitors of human Rin1-Abl protein interaction; TR-FRET Rin1/Abl binding, biochemical; 0.4% of 360,000 active; inhibition, % at 7.35 µM; P00519+Q13671; in the data active means inhibition above about 5%, passing the limit was not always enough
Target sequence (P00519 whole entry, looked up): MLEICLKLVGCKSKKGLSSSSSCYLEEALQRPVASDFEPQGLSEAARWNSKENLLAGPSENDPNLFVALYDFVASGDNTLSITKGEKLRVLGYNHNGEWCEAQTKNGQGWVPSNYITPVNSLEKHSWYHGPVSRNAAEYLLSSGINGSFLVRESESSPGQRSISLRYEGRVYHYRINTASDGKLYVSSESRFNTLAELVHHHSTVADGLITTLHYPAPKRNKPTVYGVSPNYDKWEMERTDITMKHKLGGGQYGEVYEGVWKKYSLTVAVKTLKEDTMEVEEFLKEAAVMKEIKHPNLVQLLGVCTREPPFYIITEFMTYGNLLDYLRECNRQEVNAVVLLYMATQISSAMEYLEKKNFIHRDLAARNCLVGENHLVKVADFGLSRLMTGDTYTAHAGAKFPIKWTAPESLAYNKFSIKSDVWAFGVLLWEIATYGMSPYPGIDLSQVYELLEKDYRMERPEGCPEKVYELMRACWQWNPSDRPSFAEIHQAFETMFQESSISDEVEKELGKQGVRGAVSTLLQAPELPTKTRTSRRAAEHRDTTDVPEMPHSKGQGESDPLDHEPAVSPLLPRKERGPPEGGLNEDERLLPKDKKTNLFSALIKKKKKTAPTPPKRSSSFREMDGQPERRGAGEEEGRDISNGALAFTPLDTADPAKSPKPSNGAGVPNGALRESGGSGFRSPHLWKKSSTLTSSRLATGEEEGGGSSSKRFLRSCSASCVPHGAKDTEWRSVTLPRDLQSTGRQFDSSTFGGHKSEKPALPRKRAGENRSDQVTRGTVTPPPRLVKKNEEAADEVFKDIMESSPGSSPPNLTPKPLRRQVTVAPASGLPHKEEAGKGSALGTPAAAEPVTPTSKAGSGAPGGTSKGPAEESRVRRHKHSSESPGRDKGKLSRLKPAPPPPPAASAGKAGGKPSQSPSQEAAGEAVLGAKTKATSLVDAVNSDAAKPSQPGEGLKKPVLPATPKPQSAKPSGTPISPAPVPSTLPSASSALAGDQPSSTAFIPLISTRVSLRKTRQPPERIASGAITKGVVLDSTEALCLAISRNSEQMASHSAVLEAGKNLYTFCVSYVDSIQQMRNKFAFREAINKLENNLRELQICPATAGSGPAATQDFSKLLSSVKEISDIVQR
Target sequence (Q13671 whole entry, looked up): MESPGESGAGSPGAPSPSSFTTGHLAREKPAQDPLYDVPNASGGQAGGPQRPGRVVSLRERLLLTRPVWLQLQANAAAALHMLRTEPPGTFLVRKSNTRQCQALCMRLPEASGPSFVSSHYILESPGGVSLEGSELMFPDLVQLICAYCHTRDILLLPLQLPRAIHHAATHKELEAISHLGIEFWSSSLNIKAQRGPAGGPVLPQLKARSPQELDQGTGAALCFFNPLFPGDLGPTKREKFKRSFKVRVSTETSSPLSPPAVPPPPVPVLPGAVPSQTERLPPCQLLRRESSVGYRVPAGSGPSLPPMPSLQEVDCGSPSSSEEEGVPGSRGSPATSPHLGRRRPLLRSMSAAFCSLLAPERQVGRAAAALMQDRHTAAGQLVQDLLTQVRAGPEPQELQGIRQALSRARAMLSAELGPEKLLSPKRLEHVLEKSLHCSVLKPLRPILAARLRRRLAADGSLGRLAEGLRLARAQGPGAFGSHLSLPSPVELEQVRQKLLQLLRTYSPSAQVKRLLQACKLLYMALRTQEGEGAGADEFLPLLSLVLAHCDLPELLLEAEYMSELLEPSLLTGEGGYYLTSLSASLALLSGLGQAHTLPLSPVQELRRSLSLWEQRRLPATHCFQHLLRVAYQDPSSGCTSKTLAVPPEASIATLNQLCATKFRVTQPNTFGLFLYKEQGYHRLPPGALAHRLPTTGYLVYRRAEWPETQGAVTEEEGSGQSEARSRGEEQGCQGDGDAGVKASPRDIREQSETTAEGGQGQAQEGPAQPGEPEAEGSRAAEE
Tb MetRS inh: Trypanosoma brucei MetRS inhibition. purified T. brucei MetRS, ATP depletion, Kinase-Glo luminescence. inhibition, % at 11.9 µM. 0.4% of 360,000 active. AID 624268;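 active means inhibition above a per-plate cutoff of the control wells' mean inhibition plus 3 SD, cut at about 5.5% in these data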;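 further: 0% = DMSO wells median and 100% = median of wells with control inhibitor compound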
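Material: T. brucei methionyl-tRNA synthetase, purified; reagent: substrates ATP, L-methionine and bulk Escherichia coli tRNA; dosing: 11.9 µM single point; timing: 15 min plus 2 h at 25 °C; detection: luminescence of leftover ATP; evaluation: % inhibition; control set: DMSO-only wells as low control; replicates: singlicate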
E coli Lon inh: inhibitors of E. coli Lon protease | purified E. coli Lon protease, fluorescence polarization | 0.42% of 360,000 active | AID 602123 | inhibition, % at 7.94 µM; in the data active means inhibition above about 13%, passing the limit was not always enough;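 further: 0% = enzyme with probe and DMSO and 100% = no enzyme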
PABP1 MLLE inh: blocks PAM2 peptide binding to the PABP1 MLLE domain | GST-MLLE / FITC-PAM2 fluorescence polarization | 0.36% of 360,000 active | P11940 | inhibition, % at 20 µM; in the data active means inhibition above about 35%, passing the limit was not always enough;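 further: plate controls were DMSO wells with GST-MLLE for no effect and wells lacking GST-MLLE protein for full effect; some results filed as inactive read as strong as hits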
MsrA inh: inhibitors of bovine MsrA; inhibition, % at 15.5 µM; 0.75% of 360,000 active; purified bovine MsrA, absorbance read-out; in the data active means inhibition above about 4.5%;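 further: 0% = vehicle wells with enzyme and 100% = reference inhibitor wells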
Neddyl block: blocks human cullin neddylation; P61081+Q13564; TR-FRET cullin neddylation, biochemical; calls only at 25 µM; 0.58% of 360,000 active; AID 651699; in the data active means inhibition above about 36%
The depositor's hits bear a star; i = inactive; / = not tested or not shown.

# | compound | MsrA inh | CSN inh | Rin1-Abl PPI inh | bovine MsrA act | FAS-TE inh | Neddyl block | E coli Lon inh | PABP1 MLLE inh | Tb MetRS inh
1 | CC(C)N1CCN(Cc2ccc(C#CC(C)(C)O)cc2)CC1CCO (stereo not drawn) | 0.5 | -2 | 5 | -7 | -14 | i | 12 | -2 | 0.1
2 | Cc1c(C(=O)OCC(=O)N(C)Cc2ccc(Cl)cc2)oc2ccccc12 | 0.0 | 2 | 5 | -12 | 37 | i | 7 | -9 | -0.5
3 | Cc1cc(NC(=O)CSc2nc3cc(Cl)ccc3c(=O)n2Cc2ccco2)no1 | -0.7 | 5 | -1 | -2 | 4 | i | 1 | 13 | -0.8
4 | COc1ccc(CCNC(=O)C(=O)NCC2CCCN2S(=O)(=O)c2ccc(OC)cc2)cc1 (stereo not drawn) | 0.3 | 3 | 0 | -1 | 1 | i | 1 | 5 | -0.2
5 | CC(=O)Nc1ccc(NC(=S)NC(=O)/C=C/c2ccco2)cc1 | 4.3 | 13 | 0 | -2 | -4 | i | -12 | 14 | -0.1
6 | O=C(CSc1nc2ccccc2[nH]1)c1c[nH]c2ccccc12 | 0.6 | 2 | -2 | -10 | -5 | i | -13 | -10 | 1.8
7 | O=C(NCc1ccc2c(c1)OCO2)Nc1ccc(Cl)cc1 | -0.4 | 2 | -4 | -8 | 1 | i | 7 | -4 | 0.9
8 | Nc1c(N(CCO)C(=O)C2CCCCC2)c(=O)[nH]c(=O)n1Cc1ccccc1 | -1.0 | -1 | -1 | -4 | -2 | i | -4 | 2 | -0.8
9 | COC(=O)c1sccc1NC(=O)Cc1ccc(OC)c(OC)c1 | 0.2 | -9 | -3 | -6 | -15 | i | -5 | 14 | -1.1
10 | CN1C(=O)C(O)(CC(=O)/C=C/c2ccco2)c2ccccc21 (stereo not drawn) | 1.9 | -4 | 2 | -9 | -6 | i | 0 | 7 | -1.3
11 | COc1ccc2c3c([nH]c2c1)C1CC2C(CC(O)C(OC)C2C(=O)O)CN1CC3 (stereo not drawn) | 1.2 | 1 | 2 | 3 | -8 | i | -6 | -2 | 0.2
12 | COc1cccc(NC(=S)N2CCC(Cc3ccccc3)CC2)c1 | 0.5 | 5 | -2 | -4 | 12 | i | -4 | -130 | -0.1
13 | CCOc1c(Br)cc(C2NS(=O)(=O)N=C3CCCCCN32)cc1OC (stereo not drawn) | 0.2 | -2 | -2 | -1 | -4 | i | -2 | 3 | 0.5
14 | O=c1cc(C2CCCCC2)[nH]c(=O)[nH]1 | -0.1 | -2 | 2 | -3 | -6 | i | -23 | -3 | 0.2
15 | CC1=NN(C(=O)COc2ccccc2C)C(O)(c2ccc(Cl)cc2)C1 (stereo not drawn) | -1.5 | 4 | 3 | 0 | 9 | i | 2 | -1 | 0.6

3 compounds out of the list above, sorted by the value under bovine MsrA act, largest number first:
item	SMILES	bovine MsrA act
13	CCOc1c(Br)cc(C2NS(=O)(=O)N=C3CCCCCN32)cc1OC (stereo not drawn)	-1
5	CC(=O)Nc1ccc(NC(=S)NC(=O)/C=C/c2ccco2)cc1	-2
1	CC(C)N1CCN(Cc2ccc(C#CC(C)(C)O)cc2)CC1CCO (stereo not drawn)	-7

(continued)
# | compound | MsrA inh | CSN inh | Rin1-Abl PPI inh | bovine MsrA act | FAS-TE inh | Neddyl block | E coli Lon inh | PABP1 MLLE inh | Tb MetRS inh
16 | CC(=O)c1c(C)oc2ccc(N(C(=O)C3CCCCC3)S(=O)(=O)c3cc([N+](=O)[O-])ccc3C)cc12 | 0.5 | -10 | 0 | -6 | 80* | i | 0 | 2 | -0.2
17 | COc1cccc(/C=N/NC(=O)CNC(=O)c2ccco2)c1O | 0.6 | 6 | -4 | -5 | -8 | i | -6 | 15 | -0.7
18 | CCOC(=O)C1(C)CCCN(C(=O)c2ccccc2C(F)(F)F)C1 (stereo not drawn) | 1.2 | -5 | -3 | -1 | -3 | i | 13 | 18 | -0.3
19 | CCCCOC(=O)c1ccc(NC(=O)C(=O)NCc2cccnc2)cc1 | 0.1 | -3 | 0 | 1 | 3 | i | 4 | 8 | -0.1
20 | O=C(c1ccccc1NS(=O)(=O)c1ccc(Cl)cc1)N1CCc2ccccc21 | 0.4 | -10 | 0 | -4 | 10 | i | 2 | 12 | -0.5
21 | COc1ccc(/C=C/CN2CCN(CC(C)C)C(CCO)C2)cc1 (stereo not drawn) | -1.5 | 0 | 0 | -3 | -5 | i | 4 | -3 | -0.5
22 | CN(C)c1ccc(Cc2cc3c(O)ccc(O)c3cc(Cc3ccc(N(C)C)cc3)c2=O)cc1 | 2.9 | 46 | 11 | -10 | 9 | i | 17 | 16 | -0.1
23 | Cc1ccccc1OCCC(=O)OCC(=O)Nc1ccc(N2CCOCC2)cc1 | 0.9 | 1 | 2 | -4 | 1 | i | -8 | -14 | -0.4
24 | COc1ccccc1NS(=O)(=O)c1cc(NC(=O)Cc2n[nH]c(=O)c3ccccc23)ccc1Cl | 0.4 | 1 | 5 | -3 | 1 | i | 0 | 0 | -0.2
25 | CCN(CC)CCNC(=O)c1ccc(N)cc1 | -0.4 | 0 | 1 | -6 | -4 | i | -12 | -11 | -1.8
26 | COCCN1C(=O)N[C@@H](c2ccco2)C(C(=O)OC)=C1C | 0.6 | -3 | 2 | -1 | -10 | i | -5 | 24 | -0.1
27 | Cc1cc(C(=O)NNC(=S)NCC2CCCO2)cs1 (stereo not drawn) | -1.1 | 2 | -3 | -2 | -3 | i | -6 | -5 | -0.6
28 | Cc1ccc(S(=O)(=O)CCC(=O)OCCOc2cccc(Br)c2)cc1 | -1.1 | 0 | -2 | -3 | 27 | i | -2 | 9 | -0.3
29 | COc1ccc(-c2cc(-c3ccccc3)nc(NN)n2)cc1OC | 1.4 | -4 | -2 | -4 | -5 | i | -7 | -2 | -0.6
30 | CCCNC(=O)C1(C)CCCN(Cc2ccsc2)C1 (stereo not drawn) | -0.9 | -4 | -3 | -4 | -10 | i | -6 | -10 | -0.5
31 | CCn1c(SCC(=O)N(C)C)nc2cc(S(=O)(=O)N3CCCCC3)ccc21 | -0.2 | -1 | 1 | -4 | -8 | i | -12 | -16 | -0.2
32 | COCCNc1nc2c(c(=O)n(C)c(=O)n2C)n1Cc1cccc(C(F)(F)F)c1 | 1.8 | -2 | 2 | -1 | -1 | i | -7 | 0 | -1.1
33 | COc1cccc(N2CCN(C(=O)CCCCCNc3nc(=S)[nH]c4ccccc34)CC2)c1 | 0.4 | -3 | -1 | -1 | 13 | i | -1 | -83 | 0.8
34 | CC(C)c1ccc(O)c(N)c1 | 0.3 | 3 | -2 | -9 | -8 | i | -4 | 10 | -0.6
35 | CC(C)C(NC(=O)c1ccc(F)cc1)C(=O)NCC1CCCO1 (stereo not drawn) | 0.3 | 3 | 2 | -4 | -7 | i | -4 | -12 | -0.3
36 | COc1ccc(-c2nnc(-c3ccccc3O)o2)cc1 | 0.0 | -4 | 5 | -2 | 3 | i | -3 | 7 | -0.6
37 | O=C(Cc1cccs1)NCc1ccc(F)cc1 | -1.1 | 4 | -3 | -2 | -12 | i | -6 | -1 | 0.6
38 | COc1ccc(N2CCN(C(CNC(=O)C(=O)NC3CC3)c3ccco3)CC2)cc1 (stereo not drawn) | 0.7 | -1 | 1 | -2 | -8 | i | -12 | -13 | -0.1
39 | COc1ccc(C(=O)ON=C(C)c2nccs2)cc1 | -1.0 | -5 | 0 | -3 | -4 | i | -6 | -8 | -0.5
40 | NC(=O)CC(NC(=O)Cc1ccc(Br)cc1)c1ccc(N2CCC(N3CCCC3)CC2)c([N+](=O)[O-])c1 (stereo not drawn) | 1.4 | 1 | -1 | -8 | -5 | i | 1 | 23 | 0.0
41 | COC(=O)c1ccccc1S(=O)(=O)N1CCC(C(=O)OC(C)C(=O)Nc2ccc(NC(C)=O)cc2)CC1 (stereo not drawn) | -0.1 | 2 | 0 | 0 | -3 | i | -13 | 8 | -0.4
42 | Cc1cc2cc3c(cc2nc1SCC(=O)Nc1nc(C)c(C)s1)OCO3 | 0.2 | 5 | -17 | -3 | -9 | i | 0 | -1 | -0.2
43 | O=C(CCCN1C(=O)/C(=C/c2ccccc2)SC1=S)Nc1ccccc1O | 2.8 | -10 | 1 | -12 | 14 | i | -1 | 11 | -1.6
44 | CC1=C(C(=O)OCCOC(C)C)C(c2cccnc2)C2=C(CCCC2=O)N1 (stereo not drawn) | -0.3 | -1 | -1 | -1 | -4 | / | -1 | 4 | -0.1
45 | COc1cc(OC)nc(Oc2ccccc2C(=O)Oc2ccc(F)cc2Cl)n1 | -1.2 | 2 | -2 | -1 | 27 | i | -3 | 4 | -0.7

Quoted from the listing:
entry 34 – FAS-TE inh: -8
entry 39 – bovine MsrA act: -3
entry 40 – PABP1 MLLE inh: 23
entry 32 – FAS-TE inh: -1
entry 38 – FAS-TE inh: -8

Continuation.
# | compound | MsrA inh | CSN inh | Rin1-Abl PPI inh | bovine MsrA act | FAS-TE inh | Neddyl block | E coli Lon inh | PABP1 MLLE inh | Tb MetRS inh
46 | Cc1ccc(NC(=S)N2CCC(N(C)CC3CCCO3)CC2)cc1C (stereo not drawn) | 0.4 | -3 | -1 | -3 | -6 | i | -1 | -31 | -0.4
47 | Cc1cccc(C)c1N(C(=O)c1ccco1)C(C(=O)NC1CCCC1)c1ccncc1 (stereo not drawn) | -0.5 | -1 | 2 | 0 | -3 | i | 1 | 3 | -0.3
48 | CC(C)NC(=O)c1cc(-c2ccc(Br)cc2)on1 | -0.4 | 2 | 2 | -5 | -1 | i | -9 | -18 | -0.8
49 | O=C(Cn1cnc2c(nnn2Cc2ccccc2F)c1=O)N1CCN(c2ccccc2)CC1 | -0.6 | 2 | -5 | -10 | -1 | i | -15 | 10 | -1.3
50 | Cc1ccnc(N2C(=O)c3ccc([N+](=O)[O-])cc3C2=O)c1 | -0.3 | 0 | -4 | -4 | 4 | i | 10 | -4 | -1.1
51 | O=C(c1ccc(F)cc1)N1CCC(C(=O)N2CCN(S(=O)(=O)c3ccccc3Br)CC2)CC1 | -0.8 | -4 | -1 | 0 | 1 | i | 0 | -6 | -0.3
52 | Cc1noc(C)c1S(=O)(=O)Nc1ccc(C(=O)NCCc2ccccc2)cc1 | -0.1 | -1 | -6 | -2 | -1 | i | -5 | 5 | -0.5
53 | Cc1cc(-c2nnc(SCC(=O)Nc3ccc(F)cc3)n2N)n[nH]1 | -0.6 | -4 | -1 | -2 | -2 | i | 6 | -1 | 0.2
54 | O=C(CN1C(=O)NC2(CCCC2)C1=O)NCCc1ccc(F)cc1 | 0.3 | -1 | 0 | -5 | 1 | i | -1 | -7 | -0.3
55 | Cc1cccc(S(=O)(=O)NNC(=O)Cc2cccn2C)c1 | 0.0 | 0 | -1 | -1 | -4 | i | 3 | 4 | 0.5

Quoted from above: entries 51 to 54
# | compound | MsrA inh | CSN inh | Rin1-Abl PPI inh | bovine MsrA act | FAS-TE inh | Neddyl block | E coli Lon inh | PABP1 MLLE inh | Tb MetRS inh
51 | O=C(c1ccc(F)cc1)N1CCC(C(=O)N2CCN(S(=O)(=O)c3ccccc3Br)CC2)CC1 | -0.8 | -4 | -1 | 0 | 1 | i | 0 | -6 | -0.3
52 | Cc1noc(C)c1S(=O)(=O)Nc1ccc(C(=O)NCCc2ccccc2)cc1 | -0.1 | -1 | -6 | -2 | -1 | i | -5 | 5 | -0.5
53 | Cc1cc(-c2nnc(SCC(=O)Nc3ccc(F)cc3)n2N)n[nH]1 | -0.6 | -4 | -1 | -2 | -2 | i | 6 | -1 | 0.2
54 | O=C(CN1C(=O)NC2(CCCC2)C1=O)NCCc1ccc(F)cc1 | 0.3 | -1 | 0 | -5 | 1 | i | -1 | -7 | -0.3
